From PubChem
KLK7 zymogen act – proKLK7 zymogen activators, primary screen, biochemical, fluorescence intensity; Kallikrein-7 (Homo sapiens), P49862; purified proKLK7, EDANS-DABCYL substrate fluorescence; 100% is mature enzyme control, 0% vehicle; activation, % at 7 µM; hit rate 0.9% among 370,000;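 active = activation above the mean of all tested compounds plus 3 SD, computed per campaign excluding outliers beyond control limits, cut at about 13% in these data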
hgDAF-12 ag – H. glycines DAF-12 receptor agonists, primary screen, cell-based, luminescence, HEK293, GAL4 fusion, UAS-luciferase. Nuclear hormone receptor DAF-12 (Heterodera glycines), GAL4 fusion. HEK293 GAL4-hgDAF12 UAS-luciferase reporter, agonist luminescence; normalized to butyrate control. activation, % at 6.8 µM. hit rate 1.8% among 370,000;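 active = activation above a cutoff set at the mean of all screened compounds plus 3 SD, cut at about 10% in these data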;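 also: 0% = DMSO wells and 100% = sodium butyrate wells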
SMARCA2 act – SMARCA2 (BRM) function activators, primary screen, cell-based, luminescence, high throughput. MG213 cells, MMTV-luciferase reporter, dexamethasone, overnight. activation, % at 9.1 µM. hit rate 1% among 370,000; in the data active = activation above about 7.8%;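 also: 0% = vehicle wells and 100% = reference activator wells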
GC-A act – GC-A stimulated cGMP production enhancers – HEK293 GC-A cells, cGMP TR-FRET, EC30 ANP, primary screen; AID 1671463, 2021; Atrial natriuretic peptide receptor 1 (Homo sapiens), P16066; 0% at EC30 ANP, 100% saturating ANP; hit rate 0.14% among 370,000; activation, % at 10 µM; in the data active = activation above about 40%
Target sequence (P16066 whole entry, looked up): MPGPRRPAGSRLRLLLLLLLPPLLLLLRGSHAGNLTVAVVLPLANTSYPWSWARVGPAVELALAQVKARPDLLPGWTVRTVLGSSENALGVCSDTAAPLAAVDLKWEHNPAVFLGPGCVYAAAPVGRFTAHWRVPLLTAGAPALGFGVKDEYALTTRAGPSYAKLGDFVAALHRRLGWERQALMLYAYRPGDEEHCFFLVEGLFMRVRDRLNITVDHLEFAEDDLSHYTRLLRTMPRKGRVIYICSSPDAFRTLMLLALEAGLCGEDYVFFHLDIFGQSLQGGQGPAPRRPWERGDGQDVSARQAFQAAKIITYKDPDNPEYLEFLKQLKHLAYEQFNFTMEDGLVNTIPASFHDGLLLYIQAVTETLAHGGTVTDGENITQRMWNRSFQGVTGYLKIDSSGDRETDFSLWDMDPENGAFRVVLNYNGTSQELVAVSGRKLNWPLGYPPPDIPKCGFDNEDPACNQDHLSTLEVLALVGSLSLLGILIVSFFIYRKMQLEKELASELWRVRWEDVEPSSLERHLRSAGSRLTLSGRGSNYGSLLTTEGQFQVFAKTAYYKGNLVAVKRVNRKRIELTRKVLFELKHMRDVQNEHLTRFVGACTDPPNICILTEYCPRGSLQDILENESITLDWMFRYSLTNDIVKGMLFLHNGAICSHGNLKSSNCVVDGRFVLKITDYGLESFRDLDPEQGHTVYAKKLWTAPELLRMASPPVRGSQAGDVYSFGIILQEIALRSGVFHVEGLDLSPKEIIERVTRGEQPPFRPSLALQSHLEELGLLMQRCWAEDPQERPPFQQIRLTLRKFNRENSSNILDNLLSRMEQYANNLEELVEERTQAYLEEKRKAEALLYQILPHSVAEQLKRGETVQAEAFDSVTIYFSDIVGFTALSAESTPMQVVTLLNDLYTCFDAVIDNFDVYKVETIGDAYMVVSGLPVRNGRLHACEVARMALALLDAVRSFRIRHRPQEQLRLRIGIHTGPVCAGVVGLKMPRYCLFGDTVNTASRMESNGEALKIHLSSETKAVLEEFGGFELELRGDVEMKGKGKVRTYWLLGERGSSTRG
NPR2 activator – human GC-B receptor activators, primary screen, HEK293 GC-B cells, cGMP TR-FRET, EC30 CNP. Atrial natriuretic peptide receptor 2 (Homo sapiens), P20594. 0% at EC30 CNP, 100% saturating CNP. activation, % at 10 µM. hit rate 0.11% among 370,000. AID 1920062, 2024;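 active = activation at 10 µM reaching about 35% in either raw or pattern-adjusted values, limit read from the data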
ssDAF12 agonist – S. stercoralis DAF-12 nuclear receptor activators, primary screen, cell-based, luminescence, HEK293, GRIP1 co-expression, lit1-tk-luc; activation, % at 6.8 µM; hit rate 1% among 370,000; Nuclear hormone receptor DAF-12 (Strongyloides stercoralis); HEK293 ssDAF-12/GRIP1 lit1-tk-luc reporter; % of 3 µM dafachronic acid response;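 active = activation above the mean over all tested compounds plus 3 SD, cut at about 0.9% in these data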;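 also: 0% = DMSO-only wells and 100% = 3 µM delta7-dafachronic acid wells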
DAX1 inh-1 – DAX1 (NR0B1) inhibitors on StAR promoter, primary screen, cell-based, luminescence, SF-1 (NR5A1), full-length DAX-1 | HEK293T StAR-luciferase reporter, SF-1/DAX-1 repression relief | inhibition, % at 6.8 µM | hit rate 1.1% among 370,000 | AID 652010, 2013;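 active = inhibition above the mean over all tested compounds plus 3 SD, cut at about 3.6% in these data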;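 also: 0% = DAX-1 cells with DMSO and 100% = cells lacking DAX-1 with DMSO; higher inhibition means more luminescence from relief of DAX-1 repression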
DAX1 inh-2 – DAX1 (NR0B1) inhibitors, primary screen, cell-based, HEK293, Gal4-DAX1, luciferase luminescence. hit rate 0.99% among 340,000. inhibition, % at 6.75 µM. Nuclear receptor subfamily 0 group B member 1 (Homo sapiens), P51843. HEK293 Gal4-DAX1 luciferase reporter. AID 504766, 2011;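 active = inhibition above the mean over all tested compounds plus 3 SD, cut at about 4.2% in these data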;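 also: 0% = DAX1-transfected cells with DMSO and 100% = empty-vector control cells with DMSO; inhibition shows as a rise in luminescence from relieved DAX1 repression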
FXN GAA850 act – FXN promoter activators, primary screen, cell-based, luciferase luminescence, HEK293 lucGAA850; HEK293 lucGAA850 FXN promoter luciferase reporter, 24 h; percent of 10 µM SAHA response; activation, % at 6 µM; hit rate 0.56% among 360,000; AID 540364, 2011;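 active = activation above the average of all compounds screened plus 3 SD, cutoff fixed separately per campaign, cut at about 7.5% in these data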;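 also: 0% = DMSO wells and 100% = 10 µM SAHA wells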
HGIII-sPLA2 inh – human group III sPLA2 inhibitors, primary screen, biochemical, QFRET, BODIPY PC-A2 liposome substrate. Group 3 secretory phospholipase A2 (Homo sapiens), Q9NZ20. QFRET BODIPY PC-A2 liposome hydrolysis, fluorescence. inhibition, % at 12.2 µM. hit rate 0.56% among 370,000. AID 743126, 2013;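 active = inhibition above mean plus 3 SD of compounds lying within the high and low control bounds, cut at about 19% in these data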;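 also: 0% = median of test compound wells and 100% = no enzyme DMSO wells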
hcDAF12 agonist – H. contortus DAF-12 nuclear receptor activators, primary screen, cell-based, luminescence, HEK293, lit1-tk-luc reporter | HEK293 hcDAF-12 lit1-tk-luc reporter; 0% DMSO, 100% Δ7-dafachronic acid | AID 652067, 2013 | activation, % at 6.8 µM | hit rate 1.4% among 370,000;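 active = activation above the mean of all tested compounds plus 3 SD, cut at about 5.5% in these data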;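 also: 100% = response to 3 µM Δ7-dafachronic acid high control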
An asterisk follows results filed as active; x = not tested or not shown.

SMILES	KLK7 zymogen act	hgDAF-12 ag	SMARCA2 act	GC-A act	NPR2 activator	ssDAF12 agonist	DAX1 inh-1	DAX1 inh-2	FXN GAA850 act	HGIII-sPLA2 inh	hcDAF12 agonist
COCCCNC(NC(=O)c1ccc(OC)cc1)C(Cl)(Cl)Cl (stereo unspecified)	0.7	-0.1	-2	-7	-3	-1.2	0.7	1.2	-0.5	-3	-2.4
CCOc1ccc(NC(=O)c2ccco2)c([N+](=O)[O-])c1	-0.2	9.2	5	1	-2	0.1	2.1	2.7	1.3	10	3.5
COc1ccc(NC(=O)CCNC(=O)c2ccc([N+](=O)[O-])cc2)cc1S(=O)(=O)N1CCCCC1	1.1	0.6	-2	-2	3	0.0	-0.4	-1.1	1.1	-10	-1.2
O=C(NCc1ccccc1)c1cc(=O)[nH]c2ccccc12	1.5	1.1	0	2	2	-1.1	0.8	-0.5	-2.0	-1	-1.4
O=C1/C(=C/c2cccs2)N=C(c2cccs2)N1Nc1ccccc1	-0.4	-1.0	1	10	-1	-2.1	-0.4	-1.2	-0.8	-8	-2.1
O=C(Cn1c(SCc2ccccc2)nc2ccccc21)N1CCOCC1	0.1	3.0	5	-3	-15	-0.9	0.0	0.4	-1.0	1	-0.2
c1ccc(-c2ccc(Oc3cc(N4CCOCC4)nc(-c4ccccc4)n3)cc2)cc1	-0.2	-0.4	0	-4	-6	-1.2	0.1	-1.1	1.2	5	-1.5
CN(C)C(/C=C/Nc1ccc(C#N)cc1)=C(C#N)C#N	0.3	-0.9	1	8	3	-0.8	-0.6	0.9	-1.4	-2	-0.7
COC(=O)c1cc2ccsc2n1CC(=O)N(C)C1CCCCC1	0.1	1.2	0	-1	-2	-0.8	0.0	-0.1	0.7	-2	-0.8
CCOc1ccc(NS(=O)(=O)c2c(C)nc3sc(CC)nn3c2=O)cc1	-0.4	0.5	-2	10	2	-1.2	-0.3	-0.1	-2.7	-4	-1.8
COc1ccc(-c2nc(NC(=O)C3CC(=O)N(c4ccc5c(c4)OCCO5)C3)sc2C)cc1 (stereo unspecified)	-0.4	-6.6	-7	0	-4	-3.0	-2.7	-4.0	-11	-2	-6.3
COc1ccc(NC(=O)CSc2nc3ccccc3c(=O)[nH]2)cc1S(N)(=O)=O	0.4	0.2	2	1	0	-1.5	1.1	-1.1	0.9	-10	-1.4
O=C(NCCN1CCN(c2ccccc2)CC1)c1cccn2c(=O)c3cc(Cl)ccc3nc12	-0.6	3.1	1	-3	-3	-1.6	1.5	-0.3	0.4	8	-0.3
CN1CCC(N(C)C(=O)c2cc(-c3ccc(F)cc3)nc3ccccc23)CC1	-1.0	-0.6	-1	3	0	-0.8	1.3	1.1	1.9	-8	0.2
O=C(O)CN1C(=O)S/C(=C\c2cccnc2)C1=O	-0.3	-1.7	-4	-3	1	-0.7	0.4	1.3	0.3	15	-0.5
COc1ccccc1NS(=O)(=O)c1cc([N+](=O)[O-])ccc1N/N=C/c1c(C)[nH]c2ccccc12	0.3	1.8	3	-4	-8	-0.1	0.2	0.4	-1.7	-6	4.0
C[C@H]1CN([C@@H](C)CO)C(=O)CCCn2nncc2CO[C@H]1CN(C)S(=O)(=O)c1ccc2ccccc2c1	0.5	-2.9	-5	-2	2	-1.4	-1.4	-0.7	0.1	3	0.2
CN(C)S(=O)(=O)c1ccc(-c2csc(N/N=C/c3ccc(O)cc3)n2)cc1	-0.3	-5.7	-8	-1	3	-1.8	-1.0	-6.0	3.7	6	-2.6
CN(Cc1ccc(Cl)cc1Cl)C(=O)CNC(=O)c1ccc2c(c1)OCO2	0.0	-2.1	-3	-1	2	-1.2	1.0	0.7	-0.6	1	-0.9
N#Cc1ccc(C(=O)Nc2cccc3cccnc23)c(F)c1	0.7	-1.5	-2	-1	-6	-1.2	0.2	1.1	-0.4	2	-1.0
COc1ccc(N2Cc3ccccc3C2=O)cc1	-0.4	21*	2	7	-3	-0.4	2.4	-1.3	0.6	1	3.5
CC(C)COC(=O)C1C2C=CC3(CN(C(C)c4ccc(Br)cc4)C(=O)C13)O2 (stereo unspecified)	0.0	4.0	-1	0	-3	-1.1	0.3	-0.1	0.7	3	-0.6
Cc1ccc(S(=O)(=O)N2CCOC2CNC(=O)C(=O)NCc2cccnc2)cc1 (stereo unspecified)	-0.2	0.7	-2	4	-5	-1.2	0.7	1.0	0.8	3	0.5
COc1cc2cnc(-c3ccccc3)c(-c3cccc(C(F)(F)F)c3)c2cc1OC	-0.6	2.4	2	-2	-6	-1.5	-0.1	0.5	-1.8	-3	-1.7
COc1cccc(-c2cc(C(=O)Nc3cccnc3)no2)c1	0.5	15*	4	-5	-14	-0.4	0.8	-0.4	-0.4	-2	1.2
O=C(C1CCN(S(=O)(=O)c2cccc3cccnc23)CC1)N1CCCCC1	0.1	1.8	0	0	-4	-0.1	-1.4	-0.5	2.6	0	2.0
Cn1cc(C(=O)N2CCc3ccccc32)cn1	0.6	4.6	1	2	0	1.2*	1.7	1.9	4.8	2	6.5*
O=C(Nc1ncn[nH]1)c1cc([N+](=O)[O-])ccc1Cl	0.2	-1.9	0	-1	-3	-0.7	-0.2	-0.6	1.2	5	-0.8
O=C(OCC(=O)N1CCCC1)c1cc(F)c(F)cc1Cl	0.2	2.1	4	4	-1	-1.3	0.0	1.0	0.8	-5	-3.0
O=C(NCc1ccco1)c1cccc(-c2nnc(-c3ccccc3)o2)c1	0.1	-0.8	2	0	-3	-1.3	0.1	-1.3	-2.7	-8	-3.0

Three of the entries above in order of the ssDAF12 agonist value, ascending.
canonical_smiles	KLK7 zymogen act	SMARCA2 act	GC-A act	NPR2 activator	ssDAF12 agonist	DAX1 inh-1	DAX1 inh-2	FXN GAA850 act	HGIII-sPLA2 inh	hcDAF12 agonist
CN(C)S(=O)(=O)c1ccc(-c2csc(N/N=C/c3ccc(O)cc3)n2)cc1	-0.3	-8	-1	3	-1.8	-1.0	-6.0	3.7	6	-2.6
c1ccc(-c2ccc(Oc3cc(N4CCOCC4)nc(-c4ccccc4)n3)cc2)cc1	-0.2	0	-4	-6	-1.2	0.1	-1.1	1.2	5	-1.5
O=C(NCc1ccccc1)c1cc(=O)[nH]c2ccccc12	1.5	0	2	2	-1.1	0.8	-0.5	-2.0	-1	-1.4

The list goes on.
SMILES	KLK7 zymogen act	hgDAF-12 ag	SMARCA2 act	GC-A act	NPR2 activator	ssDAF12 agonist	DAX1 inh-1	DAX1 inh-2	FXN GAA850 act	HGIII-sPLA2 inh	hcDAF12 agonist
COc1ccccc1CCn1cnc(-c2ccccc2OC)c1C(C)C	0.3	-2.5	-7	-12	-19	-1.4	0.0	x	x	-2	1.1
CN(C)c1ccc(C(O)Cc2nc3ccccc3n2C)cc1 (stereo unspecified)	1.6	0.0	1	-3	2	-0.7	1.8	-1.1	-2.8	8	5.6*
O=C(Nc1ccnc(=O)[nH]1)c1sc2ccccc2c1Cl	-0.4	-1.3	0	-2	-5	-1.3	0.1	-1.0	1.5	2	-0.4
Cn1ccc2c(-c3ccc4c(c3)OCCO4)cc3c(c21)C1CCC3C1 (stereo unspecified)	-1.1	-4.8	0	4	4	-1.7	0.1	x	x	14	-1.6
COc1ccccc1CCNC(=O)C1(C)CC1(Cl)Cl (stereo unspecified)	0.6	-2.7	0	0	1	-0.8	-0.1	0.3	0.8	3	0.2
COc1ccc(NC(=O)CC2COc3ccccc3O2)c(OC)c1 (stereo unspecified)	-0.1	1.7	-5	-2	-1	-1.5	0.2	-0.4	-2.0	-1	-2.0
CCOC(=O)C1=C[C@@H](C(C)(C)C)N(S(=O)(=O)c2ccc(C)cc2)[C@H]1c1ccc(C#N)cc1	-0.1	1.6	-3	-1	-3	-0.5	-0.6	x	x	8	1.6
CCOC(=O)c1c(C)[nH]c(C(=O)N/N=C\c2ccccc2O)c1C	-5.8	-0.4	-2	5	6	-1.4	-3.0	-2.6	-13	-2	-4.5
Cc1ccc(-n2nnnc2CCl)cc1	-0.5	1.0	2	-1	0	-1.9	-0.4	0.7	-3.3	10	-0.6
COc1cc(CNCCO)ccc1OC1CCCC1	0.4	-2.1	-3	-4	2	-1.5	-0.8	0.0	-1.2	4	0.9
S=C(Nc1ccc(Nc2ccccc2)cc1)Nc1ccccn1	0.5	-6.9	-2	7	-3	-2.1	-2.7	-5.1	0.7	4	-3.6
CCCCNC(=S)NNC(=O)c1csc(C)c1CC	0.9	1.4	8.3*	0	0	-1.9	-0.7	0.2	-0.7	14	-0.5
C[C@H](CO)N1C[C@H](C)[C@@H](CN(C)Cc2ccc3c(c2)OCO3)Oc2c(NS(C)(=O)=O)cccc2C1=O	0.2	2.5	-2	-2	-3	-0.8	0.9	0.0	-0.3	9	1.1
COC(=O)C(NNc1ccccc1)(NC(=O)c1ccccc1F)C(F)(F)F (stereo unspecified)	-2.3	-2.6	-1	2	1	-0.9	-0.9	-0.6	1.7	-3	0.2
CCOC(=O)C1C(=O)CC(C)(O)C(C(=O)OCC)C1c1cccs1 (stereo unspecified)	0.5	-0.5	-2	0	7	-0.8	0.1	-0.8	1.4	4	0.9
O=C(Nc1nnc(Cc2ccccc2F)s1)c1ccccc1Cl	-0.2	1.6	1	2	6	-0.9	0.5	0.1	2.7	-1	1.2
COc1ccc(OC)c(CC(=O)Nc2ccc3c(c2)CCC3)c1	-0.8	-0.3	-2	6	2	-0.3	0.3	2.5	2.7	-4	0.7
CN(C)/C=C1\SC(=S)N(c2ccc(Br)cc2)C1=O	0.4	2.6	2	3	-1	-0.9	1.5	3.1	2.3	-4	-0.1
COc1cc(Cl)ccc1OC1(C)CCN(Cc2ccccc2OC(F)F)C1 (stereo unspecified)	-0.6	-3.0	-4	-15	-9	-1.4	0.3	x	0.7	6	-1.3
O=C(c1cc(S(=O)(=O)N2CCOCC2)ccc1Cl)N1CCN(c2ccccn2)CC1	0.6	-1.4	-3	-1	3	-1.8	0.1	-0.5	0.3	2	-0.3
